Granule exo inh: blocks lytic granule exocytosis. inhibition, % at 10 µM. TALL-104 LAMP-1 surface exposure, flow cytometry; cells stimulated with thapsigargin and PMA. hit rate 0.66% among 360,000;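 active = inhibition above about 55%, limit read from the data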
Vif imaging: HIV Vif inhibition. HEK293T cells, Vif self-association by quenched fluorescence, imaging, 24 h. inhibition, % at 7.49 µM. hit rate 0.35% among 340,000. AID 602346; in the data active = inhibition above about 50%, passing the limit was not always enough; note: some results filed as inactive read as strong as hits
HIF-2a inh: HIF-2a inhibition; 786-0 RCC cells HIF-2a reporter, luciferase luminescence, overnight; inhibition, % at 18.8 µM; hit rate 0.72% among 360,000; AID 624352;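 active = inhibition of the luminescence signal of 40% or more relative to plate controls, in a single-dose primary screen at 18.75 µM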
PDI inh: PDI (human) enzyme inhibition; P07237; PDI insulin aggregation turbidity, A650, 90 min; inhibition, % at 10 µM; hit rate 0.052% among 350,000; AID 588391;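 active = mean inhibition across replicates of 30% or more, whatever share of single replicates reach that level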;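 note: absorbance from insulin aggregation driven by PDI reduction with DTT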
Target sequence (P07237 whole entry, looked up): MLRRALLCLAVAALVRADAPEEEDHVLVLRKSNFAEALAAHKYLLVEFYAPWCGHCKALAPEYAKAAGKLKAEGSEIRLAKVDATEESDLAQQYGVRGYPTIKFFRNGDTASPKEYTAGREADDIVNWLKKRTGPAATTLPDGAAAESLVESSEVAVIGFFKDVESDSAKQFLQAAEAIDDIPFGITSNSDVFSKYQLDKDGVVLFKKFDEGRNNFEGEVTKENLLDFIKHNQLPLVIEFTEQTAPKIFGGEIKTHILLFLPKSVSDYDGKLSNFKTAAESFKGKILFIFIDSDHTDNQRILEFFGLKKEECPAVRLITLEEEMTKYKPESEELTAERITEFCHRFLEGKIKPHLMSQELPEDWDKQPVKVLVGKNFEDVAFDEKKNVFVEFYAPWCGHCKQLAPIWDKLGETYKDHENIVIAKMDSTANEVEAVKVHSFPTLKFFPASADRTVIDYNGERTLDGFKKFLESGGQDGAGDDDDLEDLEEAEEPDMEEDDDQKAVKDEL
MITF TRPM1 inh: inhibitors of MITF-driven TRPM1 promoter in melanoma cells; SK-MEL-5 TRPM1 promoter luciferase, 24 h; inhibition, % at 12.5 µM; hit rate 0.83% among 330,000; AID 488899;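 active = mean inhibition across replicates of 60% or more, whatever share of single replicates reaches that level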; note: values of inactives mirror those of a sister screen read the other way
aDG glyco up: alpha-DG glycosylation activation; hit rate 0.22% among 360,000; Pro5-aDG cells, alpha-DG glycosylation AlphaScreen (IIH6); 0% Pro5, 100% B10-LARGE cell signal; activation, % at 10 µM; AID 624168;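 active = activation of at least 8% versus controls, or a plate z-score of at least 8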;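 note: Pro5 are CHO cells carrying HIG-tagged alpha-DG that lacks glycosylation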
Peg3 promoter: reduces Peg3 promoter-driven luciferase expression in HeLa; inhibition, % at 20 µM; HeLa PEG-Prom luciferase reporter, luminescence, overnight; hit rate 1.7% among 360,000;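 active = inhibition of at least 50% at 20 µM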
NR2E3 ag-1: human photoreceptor-specific nuclear receptor agonism. hit rate 0.35% among 360,000. Q9Y5X4. AID 602229. inhibition of corepressor binding, % at 3.98 µM. CHO-S Gal4-NCOR/VP16-NR2E3 two-hybrid, luciferase;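 active = inhibition above the mean of all tested compounds plus 3 SD, cut at about 70% in these data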;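 note: 0% = DMSO with NR2E3 transfected cells and 100% = cells lacking NR2E3 construct; higher means lower luciferase signal from less NR2E3 corepressor binding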
Target sequence (Q9Y5X4 whole entry, looked up, the tested form may be a part): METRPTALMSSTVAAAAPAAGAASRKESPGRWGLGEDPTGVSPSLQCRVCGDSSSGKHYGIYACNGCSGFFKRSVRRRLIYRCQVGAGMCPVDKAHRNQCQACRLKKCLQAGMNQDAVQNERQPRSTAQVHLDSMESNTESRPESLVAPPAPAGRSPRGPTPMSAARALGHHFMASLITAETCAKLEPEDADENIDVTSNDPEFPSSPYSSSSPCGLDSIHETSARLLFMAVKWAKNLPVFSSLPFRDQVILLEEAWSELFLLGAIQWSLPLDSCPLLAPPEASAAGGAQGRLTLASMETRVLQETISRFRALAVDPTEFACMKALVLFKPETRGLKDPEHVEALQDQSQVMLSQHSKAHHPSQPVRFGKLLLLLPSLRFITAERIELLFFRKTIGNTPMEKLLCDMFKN
hiPSC survival: increases survival of single human iPS cells | hiPSC single-cell survival, ATPlite luminescence; 100% = ROCK inhibitor wells, 0% = DMSO | AID 602274 | hit rate 0.044% among 360,000 | survival enhancement, % at 20 µM; in the data active = survival enhancement above about 18%;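 note: cells exposed to compounds for 16 hours before the ATP read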
CaV13 ICDI inh: Primary screen for inhibitors of IQ motif and Ca2+-dependent inactivation inhibitor domain binding in CACNA1D, Förster resonance energy transfer in living cells, …. hit rate 0.098% among 340,000. HEK cells, CFP/YFP FRET ICDI-IQ, plate reader, 10 min; percent FRET-ratio fall versus neutral wells. inhibition, % at 12.3 µM;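 active = mean replicate inhibition of at least 30% and at least 1% of replicates passing that level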;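 note: 0% = median of the neutral control wells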
NR2E3 ag-2: NR2E3 (human) agonism | inhibition of corepressor binding, % at 4.78 µM | GST-NR2E3/biotin-RetCOR TR-FRET, 1536-well | AID 2300 | hit rate 0.12% among 320,000 | Q9Y5X4;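 active = percent inhibition above the cutoff of mean plus 3 SD of all tested compounds, set per screening campaign, cut at about 20% in these data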;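 note: 0% = DMSO wells and 100% = biotin wells as full block of FRET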
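Assay system: NR2E3–RetCOR corepressor complex. Quantity: 1.35 nM GST-NR2E3. Buffer or medium: pH 7.5 Tris-based buffer. Reagent: biotinylated RetCOR corepressor at 7 nM final. Schedule: 5 h at 4 °C. Detection: TR-FRET, emission read at 617 and 671 nm. Replicates: one well per compound, singlicate testing.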
The depositor's hits bear a star; / = not tested or not shown.

Values in the order – Granule exo inh	Vif imaging	HIF-2a inh	PDI inh	MITF TRPM1 inh	aDG glyco up	Peg3 promoter	NR2E3 ag-1	hiPSC survival	CaV13 ICDI inh	NR2E3 ag-2
> COCCNC(=O)C(c1ccc(C)o1)N(C(=O)Cn1nnc2ccccc21)c1ccccc1 (configuration not stated)
 : -8	-13	9	2	-4	-0.2	-7	-18	0.6	6	0
> Cc1nnc(SCC(=O)NC2CCCc3c2cnn3-c2ccc(F)cc2F)o1 (configuration not stated)
 : -3	-12	-26	1	12	0.1	-31	-40	0.0	-8	-1
> COc1ccc(OC)c(/C=N/NC(=O)CNC(=O)c2ccc(S(=O)(=O)N3CCCC3)cc2)c1
 : -6	2	15	9	-9	-0.3	-1	-18	-1.9	0	-5
> CCn1c(COc2ccc(C)cc2)nnc1SCc1nc2ccccc2[nH]1
 : -1	-12	5	-6	6	0.0	10	-11	-2.5	/	-2
> CCOc1ccc(/C=N/N2C(C)CCCC2C)cc1 (configuration not stated)
 : -19	1	-64	-1	-40	0.0	-45	-14	0.4	-5	-1
> O=C(CNc1ccccc1)NN=C1CCCC1
 : -3	7	6	-3	-5	-0.3	5	0	-1.0	-4	-2
> CCC(C)c1ccccc1OCCCCN1CCCC1 (configuration not stated)
 : -2	-5	25	-1	9	1.0	-1	-56	-0.2	-4	1
> CC(C)NC(=O)c1csc(COCCO)n1
 : 4	/	9	18	/	-0.1	10	-25	-1.1	-9	/
> COC(=O)C1=C(C)NC(=O)NC1c1ccc(N2CCC(c3ccccc3)=N2)cc1 (configuration not stated)
 : -2	17	-10	-8	-2	1.1	6	-27	0.7	-4	2
> O=C(Nc1ccc(S(=O)(=O)N2CCCCC2)cc1)C1CCN(C(=O)c2ccc(F)cc2)CC1
 : 40	-27	26	-3	19	0.5	28	17	-0.2	-1	6
> CC(C)Oc1cc(F)ccc1-c1cc(C(=O)NCc2cccs2)[nH]n1
 : 2	3	10	5	/	0.0	6	-4	2.5	-6	/
> CCc1ncc(CO)n1Cc1cccc2ccccc12
 : -5	5	16	0	/	-0.1	12	6	-2.4	-7	/
> CCOc1ccc(C(=O)NCC(=O)OCc2cc(C(C)=O)ccc2OC)cc1
 : -1	2	11	-3	2	0.5	4	2	-4.0	-16	-1
> CC1(C(=O)Nc2ccc3nc[nH]c3c2)CCN1C(=O)C/C=C/c1ccccc1 (configuration not stated)
 : 7	-1	-3	0	/	-0.1	-3	9	-2.5	-3	/
> CC(C)NC(=O)NC(=O)COC(=O)c1ccc([N+](=O)[O-])cc1Cl
 : -14	-5	4	-3	/	1.2	14	-8	1.1	-2	1
> COc1ccc(C(=O)Nc2nc(C)c(C)s2)cc1OC
 : -4	-3	-177	2	-32	-0.2	-250	-99	-0.9	1	2
> CCC(=O)c1ccc(N2CCN(S(=O)(=O)c3ccccc3)CC2)c(F)c1
 : 6	-2	5	1	2	0.4	16	-42	-1.0	-4	-1
> COc1ccc(C(N)c2csc(Nc3ccc(S(C)(=O)=O)cc3)n2)cc1 (configuration not stated)
 : 24	13	11	-4	/	-0.2	7	12	-0.9	-5	/
> COc1ccc(NC(=O)C(=O)NCC2CCCN2S(=O)(=O)c2ccc(C)cc2)cc1 (configuration not stated)
 : 1	1	42*	0	72*	0.3	-5	42	-0.4	-5	-3
> Cc1cccc(Oc2nc3ccccn3c(=O)c2/C=C(\C#N)C(=O)NC2CCS(=O)(=O)C2)c1C (configuration not stated)
 : 68*	9	19	0	16	-0.2	23	0	-0.1	-5	2

Nine compounds out of the list, sorted by SMILES length, rising:
Values in the order – Granule exo inh	Vif imaging	HIF-2a inh	PDI inh	MITF TRPM1 inh	aDG glyco up	Peg3 promoter	NR2E3 ag-1	hiPSC survival	CaV13 ICDI inh	NR2E3 ag-2
> CCC(C)c1ccccc1OCCCCN1CCCC1 (configuration not stated)
 : -2	-5	25	-1	9	1.0	-1	-56	-0.2	-4	1
> CCc1ncc(CO)n1Cc1cccc2ccccc12
 : -5	5	16	0	/	-0.1	12	6	-2.4	-7	/
> COc1ccc(C(=O)Nc2nc(C)c(C)s2)cc1OC
 : -4	-3	-177	2	-32	-0.2	-250	-99	-0.9	1	2
> CCn1c(COc2ccc(C)cc2)nnc1SCc1nc2ccccc2[nH]1
 : -1	-12	5	-6	6	0.0	10	-11	-2.5	/	-2
> CC(C)Oc1cc(F)ccc1-c1cc(C(=O)NCc2cccs2)[nH]n1
 : 2	3	10	5	/	0.0	6	-4	2.5	-6	/
> CCOc1ccc(C(=O)NCC(=O)OCc2cc(C(C)=O)ccc2OC)cc1
 : -1	2	11	-3	2	0.5	4	2	-4.0	-16	-1
> COC(=O)C1=C(C)NC(=O)NC1c1ccc(N2CCC(c3ccccc3)=N2)cc1 (configuration not stated)
 : -2	17	-10	-8	-2	1.1	6	-27	0.7	-4	2
> O=C(Nc1ccc(S(=O)(=O)N2CCCCC2)cc1)C1CCN(C(=O)c2ccc(F)cc2)CC1
 : 40	-27	26	-3	19	0.5	28	17	-0.2	-1	6
> Cc1cccc(Oc2nc3ccccn3c(=O)c2/C=C(\C#N)C(=O)NC2CCS(=O)(=O)C2)c1C (configuration not stated)
 : 68*	9	19	0	16	-0.2	23	0	-0.1	-5	2

(list continues)
Values in the order – Granule exo inh	Vif imaging	HIF-2a inh	PDI inh	MITF TRPM1 inh	aDG glyco up	Peg3 promoter	NR2E3 ag-1	hiPSC survival	CaV13 ICDI inh	NR2E3 ag-2
> O=C(c1ccco1)N1CCN(Cc2cccc(C(F)(F)F)c2)CC1
 : -1	1	16	4	7	0.1	5	-15	0.7	-19	0
> Cc1ccc(C(=O)OCC(=O)c2c[nH]c3ccccc23)cc1
 : -1	-2	-86	1	-33	-0.4	-188	-38	3.7	-5	0
> COc1ccc(OC)c(NC(=O)CSc2ccc(-c3cccnc3)nn2)c1
 : 1	2	10	-3	-1	-0.2	-7	-3	-0.1	-6	-1
> CCCn1c(N)c(C(=O)CSc2nnc(Cc3ccccc3)o2)c(=O)n(C)c1=O
 : -1	-20	10	-11	17	1.8	14	40	-1.4	-5	-1
> CCn1ccnc1CN1CCC(CO)(CCOc2ccccc2)CC1
 : 1	32	11	2	1	-0.3	8	-14	-1.1	-5	1
> N#CCc1ccc(OC(=O)c2cccnc2)cc1
 : -1	2	21	17	3	-0.1	13	18	0.1	-4	2
> CCN(C(=O)c1ccc(S(=O)(=O)N2CCOCC2)cc1)C1CCS(=O)(=O)C1 (configuration not stated)
 : -6	4	12	-5	0	-0.2	-11	17	-0.3	-16	/
> CC(C)CC(=O)Nc1nc2ccc(S(C)(=O)=O)cc2s1
 : 0	2	-37	-2	2	-0.4	-24	-25	-1.1	-2	4
> O=C(CCC1CCCN(c2ncccn2)C1)NCc1ccc(F)c(F)c1 (configuration not stated)
 : -1	/	15	7	0	0.0	0	-17	0.0	-5	1
> O=c1[nH]c(CSc2ncc(-c3ccc(F)cc3)n2Cc2ccco2)nc2ccccc12
 : 0	-27	20	-12	11	0.0	39	3	-1.0	-5	1
> O=C(N/N=C/c1ccc2c(c1)OCO2)C1COc2ccccc2O1 (configuration not stated)
 : -6	-1	-119	-6	-13	0.0	-20	-25	-1.2	-8	2
> CC(=O)OC(C)(C)C#CCN1CCCC1
 : -1	/	-22	-2	-5	-0.1	-1	12	1.0	-9	1
> COC1CC(C)NC(=S)N1 (configuration not stated)
 : 2	18	16	-1	3	-0.1	10	-8	2.4	-5	-3
> CCOc1ccc(N(CC(=O)OC)S(=O)(=O)c2c(C)noc2C)cc1
 : 2	3	-13	/	-4	0.1	1	-6	0.6	-2	1
> O=C(c1cnccn1)N1CCN(c2ccccc2)CC1
 : 0	2	3	10	-14	-0.1	-5	15	-0.4	-8	-4
> COc1ccccc1N1CCN(C(=O)c2cc(-c3ccc(Br)cc3)on2)CC1
 : -1	6	-7	/	11	9.8*	22	-10	0.4	-11	-1
> O=C(Nc1cc(S(=O)(=O)N2CCOCC2)ccc1O)c1ccco1
 : 2	-3	11	-16	-11	-0.1	11	8	3.4	-4	-1
> Cc1ccc(CNc2ccc3c(c2)ncn3C)cc1
 : 4	-8	-213	5	-87	-0.1	-274	-104	2.0	-5	4
> NC(=O)NC(=O)COC(=O)/C=C/c1cccc(Br)c1
 : -6	19	6	-2	1	-0.1	6	-20	3.1	-5	9
> NCCc1nnc(SCc2ccccc2)o1
 : -1	0	17	-1	-2	-0.2	-13	-10	-0.9	-5	1
> CC(=O)NCCOc1c(C)cc(S(N)(=O)=O)cc1C
 : -2	3	16	3	4	-0.3	3	-2	-1.5	/	-4
> Cc1ccc(NC(=O)CCNS(=O)(=O)c2ccc(Br)cc2)cc1S(=O)(=O)N1CCOCC1
 : 1	0	15	1	0	-0.2	10	6	-0.4	-15	-1
> CCN(Cc1ccccc1)S(=O)(=O)c1ccc(F)cc1
 : 25	1	23	8	/	0.1	11	-8	0.4	-2	2
> CC(=O)c1cccc(NC(=S)Nc2cccc3ccccc23)c1
 : 0	7	-146	2	3	-0.1	-98	-43	-0.5	-7	-2
> CCN(C(=O)COC(=O)c1cc([N+](=O)[O-])ccc1N1CCCCC1)C1CCS(=O)(=O)C1 (configuration not stated)
 : 2	3	5	-2	4	-0.3	8	7	-2.6	-6	3
> C#CCN1C(=O)S/C(=C/c2cc(C)n(CC)c2C)C1=O
 : 1	-12	-214	-8	-62	0.2	-278	-178	-0.9	-6	-2

High-throughput results deposited in PubChem by several laboratories.
